# TDP2 absorb: blocks human TDP2 phosphodiesterase activity; recombinant TDP2, T5PNP hydrolysis, p-nitrophenol absorbance 415 nm; O95551; AID 720702; inhibition, % at 12.8 µM; 370,000 tested, 0.34% active;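 active = inhibition above the mean of all tested compounds plus 3 SD, set per campaign, cut at about 25% in these data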;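 note: 0% = DMSO with enzyme and 100% = buffer with substrate but no TDP2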
# Target sequence (O95551 whole entry, looked up): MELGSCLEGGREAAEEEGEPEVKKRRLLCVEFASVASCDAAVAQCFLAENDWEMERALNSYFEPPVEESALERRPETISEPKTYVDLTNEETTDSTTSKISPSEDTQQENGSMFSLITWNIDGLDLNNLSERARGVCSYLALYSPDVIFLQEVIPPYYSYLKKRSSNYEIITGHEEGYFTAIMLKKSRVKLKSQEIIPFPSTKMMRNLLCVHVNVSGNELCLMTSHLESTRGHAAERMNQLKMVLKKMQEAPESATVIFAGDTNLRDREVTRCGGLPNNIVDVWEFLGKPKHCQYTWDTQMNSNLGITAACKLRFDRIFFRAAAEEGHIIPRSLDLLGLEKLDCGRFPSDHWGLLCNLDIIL
#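 Assay system: recombinant human TDP2 / Reagent: T5PNP substrate at 5 mM, a TopII-DNA adduct mimic / Measured by: epi absorbance from released p-nitrophenol / Evaluation: % inhibition relative to enzyme-containing and enzyme-free wells / Control set: enzyme-free and DMSO wells / Replicates: each compound tested once, singlicate / Schedule: enzyme reaction with compound for 2 h at 37 °C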
# ARFGAP1 inh: rat ARFGAP1 inhibition | Q62848 | Arfgap1-stimulated ARF1 GTP hydrolysis, GDP FP detection | inhibition, % at 16.5 µM | 360,000 tested, 0.26% active;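 active = inhibition above a per-plate limit, mean inhibition of low control wells plus 3 SD, cut at about 25% in these data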;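 note: 0% = DMSO wells with enzyme and 100% = wells lacking Arfgap1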
# Target sequence (Q62848 1-136 limits assumed): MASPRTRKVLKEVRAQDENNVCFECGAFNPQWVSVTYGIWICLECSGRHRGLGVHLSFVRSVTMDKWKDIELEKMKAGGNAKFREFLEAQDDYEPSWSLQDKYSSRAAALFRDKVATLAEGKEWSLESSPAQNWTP
#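 System: truncated rat Arfgap1 GAP domain / Benchmarks: high control wells lacking Arfgap1, low control full reaction with DMSO / Times: compound-enzyme preincubation 20 min, reaction 120 min, detection 60 min, 25 °C / Repeats: one replicate per compound / Also added: human ARF1(Δ1-17)-GTP substrate / Measured by: Tracer-displacement fluorescence polarization with EDTA stop, 620/688 nm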
# ASAP1 inh: ASAP1 ArfGAP inhibition; Q9ULH1; ASAP1-stimulated ARF1 GTP hydrolysis, GDP FP detection; inhibition, % at 16.5 µM; 360,000 tested, 0.19% active; in the data active = inhibition above about 25%;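 note: 0% = vehicle with enzyme and substrate and 100% = no enzyme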
# DDE Tn7 FP inh: inhibitors of Tn7 peptide binding to human fibrin DD(E); inhibition, % at 8.3 µM; 370,000 tested, 0.13% active; AID 720508; FP displacement of FITC-Tn7 peptide from fibrin DD(E); 0% = median of compound wells per plate;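 active = inhibition above the mean of compounds falling within the control limits plus 3 SD of them, cut at about 14% in these data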;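 note: 0% = plate median of compound wells and 100% = 10 µM Aha-Tn7 peptide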
# Target sequence (P02675 whole entry, looked up): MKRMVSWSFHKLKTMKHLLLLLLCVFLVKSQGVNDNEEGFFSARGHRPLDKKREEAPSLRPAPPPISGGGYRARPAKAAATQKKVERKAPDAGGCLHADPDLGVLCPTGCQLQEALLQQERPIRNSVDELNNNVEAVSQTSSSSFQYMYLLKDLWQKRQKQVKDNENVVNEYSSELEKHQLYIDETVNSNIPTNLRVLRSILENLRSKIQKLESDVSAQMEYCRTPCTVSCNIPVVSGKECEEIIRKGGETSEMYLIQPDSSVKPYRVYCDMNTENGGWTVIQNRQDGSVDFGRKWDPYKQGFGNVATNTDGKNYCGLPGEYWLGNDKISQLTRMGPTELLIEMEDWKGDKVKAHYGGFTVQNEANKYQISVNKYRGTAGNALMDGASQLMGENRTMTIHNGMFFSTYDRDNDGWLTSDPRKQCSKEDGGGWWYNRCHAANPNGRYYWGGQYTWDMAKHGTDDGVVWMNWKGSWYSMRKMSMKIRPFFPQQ
#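 Test system – human fibrin DD(E) · Times – 10 min preincubation, 3 h with tracer, room temperature · Detection – fluorescence polarization of the labelled Tn7 tracer · Measure – percent inhibition normalized to high-control wells · Benchmarks – high control wells with 10 µM unlabelled Aha-Tn7 peptide (full inhibition) · Repeats – singlicate testing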
# LEDGF integ inh: blocks HIV-1 LEDGF/p75-dependent DNA integration; 370,000 tested, 0.64% active; TR-FRET IN-LEDGF/p75 DNA integration, Eu/Cy5; inhibition, % at 3.7 µM;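 active = inhibition above the screen-wide mean plus 3 SD, cut at about 13% in these data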;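 note: signal is the Cy5 over europium emission ratio at 671 and 618 nm; 0% = plate median of compound wells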
# PLC-gamma1 inh: PLC-gamma1 (human) inhibition, primary screen; P19174; purified PLC-gamma1, fluorogenic substrate, fluorescence; inhibition, % at 12.2 µM; 370,000 tested, 0.84% active; AID 720700; in the data active = inhibition above about 9.5%
# ADAM17 inh: inhibitors of human ADAM17. recombinant ADAM17, EDANS/DABCYL FRET peptide cleavage. inhibition, % at 6.95 µM. 370,000 tested, 0.83% active. P78536. AID 720648;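 active = inhibition above the mean of compounds lying between control limits plus 3 SD, set per campaign, cut at about 8.5% in these data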;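 note: 0% = DMSO-only wells as the low control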
# Tn6 DDE FP: disrupts Tn6 cyclic peptide binding to fibrin D-Dimer-E complex | inhibition, % at 8.3 µM | Fibrin DD(E) TRITC-Tn6 fluorescence polarization displacement | 370,000 tested, 0.21% active | AID 720509 | P02675;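 active = inhibition above a per-campaign cutoff: mean of compounds within control limits plus 3 SD, cut at about 15% in these data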;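 note: 0% = median of all compound wells on the plate and 100% = blocking peptide control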
# KLK7 zymogen act: activates the human kallikrein-7 zymogen | purified proKLK7, EDANS-DABCYL substrate fluorescence; 100% is mature enzyme control, 0% vehicle | activation, % at 7 µM | 370,000 tested, 0.9% active;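 active = activation above the mean of all tested compounds plus 3 SD, computed per campaign excluding outliers beyond control limits, cut at about 13% in these data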
# ADAM10 inh: ADAM10 inhibition, QFRET primary screen; 370,000 tested, 0.62% active; recombinant ADAM10, EDANS/DABCYL FRET peptide cleavage, 3 h; inhibition, % at 7 µM;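 active = inhibition above a per-campaign cutoff equal to the mean of compounds falling between control-based bounds plus 3 SD, cut at about 20% in these data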;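 note: 0% = DMSO wells while the 100% control is not disclosed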
# * hit, by the source's call; . = no result given.
SMILES,TDP2 absorb,ARFGAP1 inh,ASAP1 inh,DDE Tn7 FP inh,LEDGF integ inh,PLC-gamma1 inh,ADAM17 inh,Tn6 DDE FP,KLK7 zymogen act,ADAM10 inh
C=CCCN(C(CC(C)C)C(=O)OC)S(=O)(=O)c1cc(Br)ccc1Br (stereo unspecified),3,-6,5,-3,-3,3,0,5,1.0,-3
CC(C)(CNc1ccc([N+](=O)[O-])cc1Cl)CNS(C)(=O)=O,6,-11,-9,1,-1,5,0,-4,-0.6,3
O=C(O)CCc1nn2c3ccccc3n(Cc3ccccc3)c2nc1=O,-9,0,-12,0,-1,-327,-79,0,5.3,-243
Cc1cc(=O)n(CC(C)O)c(O)c1C#N (stereo unspecified),5,10,2,2,1,-14,-9,4,2.1,-17
Cn1c(C(=O)OC(C(=O)NC2CCCC2)c2cccnc2)cc2sccc21 (stereo unspecified),-1,1,10,3,-1,3,-3,-3,0.1,5
O=C(O)c1cccc(N2C(=O)c3cc([N+](=O)[O-])cc4cc([N+](=O)[O-])cc(c34)C2=O)c1,7,3,1,2,9,-3,1,-10,-0.1,2
COC(=O)[C@H](Cc1c[nH]c2ccccc12)NC(=O)NCc1ccccc1,-3,5,-5,-3,7,1,-1,4,0.8,-1
c1ccc(Cc2c(-c3ccco3)nc3c4ccccc4ccn23)cc1,-7,-6,6,-2,0,-32,-20,5,-3.3,-75
O=C(c1cccc(N2CCCC2=O)c1)N1CCOCC1,-4,-3,-11,8,-5,-4,-1,6,-0.3,-1
CCOc1ccc2oc(C(=O)N(Cc3nnc(-c4ccccc4Cl)o3)C3CC3)c(C)c2c1,-14,13,-4,-5,-4,-10,3,-5,-1.4,-21
COc1ccc(/C=N/NC(=O)Cc2cccs2)cc1,2,-18,3,5,0,1,-5,6,-0.5,-5
O=C1NC(NS(=O)(=O)c2ccccc2)(C(F)(F)F)C(=O)N1Cc1ccccc1 (stereo unspecified),2,9,2,3,-1,-2,-4,8,-0.8,-5
CCOC(=O)N1CCN(C(=O)CN(Cc2ccccc2)S(=O)(=O)c2ccc(OC)c(C)c2)CC1,-3,3,1,0,-1,4,0,4,0.6,6
CCN(CC)Cc1cc(O)c(CN(CC)CC)cc1O,10,-6,7,-6,64*,-21,-11,2,4.4,-35
O=C(CCCCCn1c(=S)[nH]c2cc3c(cc2c1=O)OCO3)N1CCN(C2CCCCC2)CC1,-2,8,10,4,-2,2,1,5,0.3,1
COc1ccc(Nc2ccc(C(F)(F)F)cc2[N+](=O)[O-])cn1,3,5,-11,0,0,5,-4,6,-0.6,6
CC1CCCCN1CCNC(=O)CC1Oc2ccccc2NC1=O (stereo unspecified),-6,-1,10,3,0,-1,1,2,-0.2,-8
Cc1ccccc1NC(=O)CCN1CCN(Cc2ccccc2)CC1,-4,-3,-19,1,2,4,0,-3,-0.1,-3
COc1ccc(N2CCN(C(=O)NC3CC(=O)N(c4ccc(OC)cc4)C3)CC2)cc1 (stereo unspecified),-2,-4,-10,7,-2,0,-2,6,-0.3,0
O=C(O)c1cc(N/N=C/C=C/c2ccccc2)ccc1Cl,-5,-7,-14,7,-2,-216,-24,-4,-2.1,-55
COc1cc(NC(=O)c2cccc(F)c2)ccc1NC(=O)c1cc2ccccc2o1,-6,1,5,7,2,-4,-5,1,-8.6,-1
Cc1ccccc1S(=O)(=O)Cc1ccc(C(=O)NCCCOC(C)C)o1,1,4,-3,-1,0,-1,-5,9,0.4,-7
COc1cccc(N2CCN(C(=O)c3ccccc3SCC(=O)NCc3ccco3)CC2)c1,2,-3,-13,-1,1,2,0,4,1.0,2
CCC(C(=O)OCC(=O)Nc1ccccc1-c1ccccc1)c1ccccc1 (stereo unspecified),-11,6,1,0,3,2,9,8,0.5,20*
CCc1ccc(OCC(=O)NNC(=S)NC(=O)C2CCCCC2)c(Br)c1,4,0,-12,-2,2,-1,1,-7,-0.3,2
Nc1ccc(NC(=O)c2cccs2)cc1,-2,9,5,-2,0,1,-3,1,-0.4,-7
Cc1[nH]c2ccccc2c1[C@H]1[C@@H](CC#N)C1(C)C,0,-8,2,1,-3,0,2,6,2.1,10
[N-]=[N+]=NC[C@H](Cc1ccccc1)N1CC[C@@H](O)CCC1=O,4,-6,-9,-4,1,0,-5,0,-0.5,9
CN(CC(=O)Nc1c(Cl)cccc1Cl)C(=O)CNC(=O)c1ccc2c(c1)OCO2,6,6,-1,2,2,0,-8,0,0.2,-3
COc1ccc(S[C@]2(C(=O)N3CCN(c4ncccn4)CC3)CC(=O)N(c3ccc(C#N)cc3)[C@@H]2c2ccc(OC)cc2)cc1,-11,.,.,0,-2,-1,6,2,-1.3,9

# Among those listed so far, 3 have an NH in an aromatic ring:
SMILES,TDP2 absorb,ARFGAP1 inh,ASAP1 inh,DDE Tn7 FP inh,LEDGF integ inh,PLC-gamma1 inh,ADAM17 inh,Tn6 DDE FP,KLK7 zymogen act,ADAM10 inh
COC(=O)[C@H](Cc1c[nH]c2ccccc12)NC(=O)NCc1ccccc1,-3,5,-5,-3,7,1,-1,4,0.8,-1
O=C(CCCCCn1c(=S)[nH]c2cc3c(cc2c1=O)OCO3)N1CCN(C2CCCCC2)CC1,-2,8,10,4,-2,2,1,5,0.3,1
Cc1[nH]c2ccccc2c1[C@H]1[C@@H](CC#N)C1(C)C,0,-8,2,1,-3,0,2,6,2.1,10

# The list continues:
SMILES,TDP2 absorb,ARFGAP1 inh,ASAP1 inh,DDE Tn7 FP inh,LEDGF integ inh,PLC-gamma1 inh,ADAM17 inh,Tn6 DDE FP,KLK7 zymogen act,ADAM10 inh
Cc1ccc([N+](=O)[O-])cc1S(=O)(=O)Nc1ccc(C(=O)NCC2CCCO2)cc1 (stereo unspecified),11,-3,-10,5,-4,0,-2,-3,0.4,-8
CC/C(=N\NC(=O)c1ccccc1Cl)c1ccc(Br)s1,-2,-10,-12,5,0,3,1,8,-0.3,1
COc1ncccc1-c1nnn(-c2ccc(Cl)nc2)n1,9,2,-4,0,-1,-30,-13,2,-0.8,-59
CC(NCC(O)COc1ccc2ccccc2c1)c1ccccc1 (stereo unspecified),8,-6,11,0,2,5,2,-6,1.0,-6
COc1ccc(NC(=O)c2cccc(NC(=O)c3ccccc3)c2)cc1,5,1,-13,2,2,-3,0,-1,1.5,-1
O=c1c2ccccc2nc2n1CCS2(=O)=O,0,-4,-14,6,3,0,-8,0,-0.3,-14
Cc1cc(C)c(-n2nnnc2SCC(=O)c2cccs2)c(C)c1,17,11,-15,2,7,1,-2,-4,0.3,3
Cc1ccc(OCCCCN2CCC(C)CC2)c(Br)c1,13,3,7,-5,-1,3,-3,7,0.4,-2
Cc1ccc2nc(-c3cccnc3)c(NC3CCCC3)n2c1,5,-4,2,5,0,-52,2,-1,1.0,-6
O=C1C(NC(=O)C(F)(F)Br)CCCCN1Cc1cccc(C(F)(F)F)c1 (stereo unspecified),6,.,.,6,-1,-2,-3,10,1.1,-7
COc1ccc(/C=C/C(=O)NCCCNC(=O)/C=C/c2ccc(OC)c(OC)c2)cc1OC,7,1,14,-4,4,-9,-6,-7,0.3,-2
Cc1nc2ccccn2c1/C(O)=C1\C(=O)C(=O)N(CCN2CCOCC2)C1c1cccnc1 (stereo unspecified),6,-2,4,6,-3,0,-4,1,0.2,-3
CCc1ccc2nc(Nc3ccc(OC)cc3OC)c(C#N)cc2c1,-10,2,2,-2,11,-2,0,-6,-0.2,-1
COc1cccc(C#CC2=CC(=O)C[C@H](c3ccc(F)cc3)C2)c1,3,-12,-2,-3,-1,-2,-3,-1,-0.4,-1
OC1(c2ccc(Cl)cc2)CCN(Cc2nc(-c3cnccn3)no2)CC1,-11,0,-9,0,-6,0,-5,0,0.1,-8

# 7 compounds out of the list above, ordered by their value in KLK7 zymogen act, low to high.
SMILES | TDP2 absorb | ARFGAP1 inh | ASAP1 inh | LEDGF integ inh | PLC-gamma1 inh | ADAM17 inh | Tn6 DDE FP | KLK7 zymogen act | ADAM10 inh
O=C(O)c1cc(N/N=C/C=C/c2ccccc2)ccc1Cl | -5 | -7 | -14 | -2 | -216 | -24 | -4 | -2.1 | -55
COc1ccc(Nc2ccc(C(F)(F)F)cc2[N+](=O)[O-])cn1 | 3 | 5 | -11 | 0 | 5 | -4 | 6 | -0.6 | 6
COc1ccc(N2CCN(C(=O)NC3CC(=O)N(c4ccc(OC)cc4)C3)CC2)cc1 (stereo unspecified) | -2 | -4 | -10 | -2 | 0 | -2 | 6 | -0.3 | 0
Cn1c(C(=O)OC(C(=O)NC2CCCC2)c2cccnc2)cc2sccc21 (stereo unspecified) | -1 | 1 | 10 | -1 | 3 | -3 | -3 | 0.1 | 5
CN(CC(=O)Nc1c(Cl)cccc1Cl)C(=O)CNC(=O)c1ccc2c(c1)OCO2 | 6 | 6 | -1 | 2 | 0 | -8 | 0 | 0.2 | -3
CCOC(=O)N1CCN(C(=O)CN(Cc2ccccc2)S(=O)(=O)c2ccc(OC)c(C)c2)CC1 | -3 | 3 | 1 | -1 | 4 | 0 | 4 | 0.6 | 6
Cc1[nH]c2ccccc2c1[C@H]1[C@@H](CC#N)C1(C)C | 0 | -8 | 2 | -3 | 0 | 2 | 6 | 2.1 | 10

# The results go on:
SMILES,TDP2 absorb,ARFGAP1 inh,ASAP1 inh,DDE Tn7 FP inh,LEDGF integ inh,PLC-gamma1 inh,ADAM17 inh,Tn6 DDE FP,KLK7 zymogen act,ADAM10 inh
CCc1ccc(/C(C)=N/Nc2cc(Cl)nc(C)n2)cc1,1,6,10,-1,-3,2,-4,0,0.2,3
CC(NC(=O)c1cc(=O)[nH]c2ccccc12)c1ccccc1 (stereo unspecified),2,3,-3,6,1,-37,-29,2,-0.1,-80
O=C(Nc1ccc(S(=O)(=O)N2CCC(C(=O)NC3CCCCC3)CC2)cc1)c1ccco1,6,6,-4,-3,-1,1,-1,0,-0.2,-9
NS(=O)(=O)c1ccc(CNC(=O)Cc2ccc(S(=O)(=O)N3CCOCC3)s2)cc1,-7,11,9,0,-1,-5,-7,0,-0.4,0
CCOC(=O)C1(Cc2ccc(Cl)cc2)CCN(C(=O)c2cnc(C)cn2)CC1,-5,7,-7,0,1,3,-7,2,-0.6,-7
